PRMT1 FP inh: PRMT1 (human) inhibition, primary screen; recombinant PRMT1, activity-based probe fluorescence polarization; AID 652257; Q99873; inhibition, % at 2.79 µM; 370,000 compounds, 1.3% hits;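 active means inhibition above about 21% made by adding two undisclosed values, limit read from the data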
PG9 Ab binder: small molecules binding HIV-1 gp120 antibody PG9; TR-FRET gp120-PG9 antibody binding; inhibition, % at 6.7 µM; 360,000 compounds, 0.43% hits; AID 624416; in the data active means inhibition above about 8.5%
HTRA1 inhibitor: inhibitors of human serine peptidase HTRA1. Q92743. recombinant HTRA1, FP-rhodamine activity-based probe, fluorescence polarization. inhibition, % at 5.96 µM. 340,000 compounds, 0.5% hits. AID 504803; in the data active means inhibition above about 36%;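 further: 0% = enzyme with DMSO and 100% = wells lacking enzyme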
Target sequence (Q92743 whole entry, looked up): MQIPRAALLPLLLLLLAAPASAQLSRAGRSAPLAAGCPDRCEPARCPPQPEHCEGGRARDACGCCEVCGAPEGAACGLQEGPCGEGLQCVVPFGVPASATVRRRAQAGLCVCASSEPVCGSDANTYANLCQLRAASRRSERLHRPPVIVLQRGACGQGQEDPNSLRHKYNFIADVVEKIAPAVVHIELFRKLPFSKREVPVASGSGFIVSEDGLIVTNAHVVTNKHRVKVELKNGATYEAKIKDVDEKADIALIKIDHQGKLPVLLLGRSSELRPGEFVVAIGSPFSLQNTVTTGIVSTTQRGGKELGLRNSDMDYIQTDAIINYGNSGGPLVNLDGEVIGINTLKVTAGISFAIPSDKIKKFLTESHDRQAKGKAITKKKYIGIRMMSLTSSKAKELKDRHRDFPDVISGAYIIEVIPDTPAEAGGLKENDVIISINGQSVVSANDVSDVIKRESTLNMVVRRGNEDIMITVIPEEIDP
rCAG binder: molecules binding r(CAG) RNA repeats; inhibition, % at 3 µM; 370,000 compounds, 1.3% hits; r(CAG) RNA repeat, TO-PRO-1 dye displacement fluorescence;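 active means inhibition above the plate cutoff, the mean of all test compounds on that plate plus 3 SD, cut at about 35% in these data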;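 further: 0% = DMSO alone and 100% = 100 µM mitoxantrone as full dye displacement; higher means more dye released from RNA so lower well fluorescence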
LEDGF integ inh: blocks HIV-1 LEDGF/p75-dependent DNA integration. 370,000 compounds, 0.64% hits. TR-FRET IN-LEDGF/p75 DNA integration, Eu/Cy5. inhibition, % at 3.7 µM;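 active means inhibition above the screen-wide mean plus 3 SD, cut at about 13% in these data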;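 further: signal is the Cy5 over europium emission ratio at 671 and 618 nm; 0% = plate median of compound wells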
TDP2 inh: TDP2 (human) inhibition, absorbance primary screen. O95551. recombinant TDP2, T5PNP hydrolysis, p-nitrophenol absorbance 415 nm. inhibition, % at 12.8 µM. 370,000 compounds, 0.34% hits. AID 720702;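 active means inhibition above the mean of all tested compounds plus 3 SD, set per campaign, cut at about 25% in these data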;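 further: 0% = DMSO with enzyme and 100% = buffer with substrate but no TDP2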
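Test system: Human TDP2 enzyme | Reagent: 5 mM T5PNP | Compound dosing: 12.8 µM single point, 1% DMSO | Incubation: Enzyme reaction with compound for 2 h at 37 °C | Technique: p-Nitrophenol epi absorbance | Read-out: % inhibition relative to enzyme-containing and enzyme-free wells | Benchmarks: High control without enzyme, low control DMSO plus TDP2 | Replicates: Singlicate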
TCR-CD3 inh: human TCR-CD3 binding inhibition; inhibition, % at 9.4 µM; TAMRA-labeled TCR probe fluorescence, biochemical; 360,000 compounds, 0.37% hits; in the data active means inhibition above about 19%;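 further: recombinant mutant TCR 2C K166C tagged with TAMRA read by polarization; 0% = receptor in buffer alone and 100% = receptor with positive control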
mABHD4 FP: inhibitors of mouse ABHD4; Q8VD66; purified mABHD4, FP-Rh probe fluorescence polarization; inhibition, % at 8.92 µM; 370,000 compounds, 0.54% hits; AID 720543;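 active means inhibition exceeding the mean over every tested compound plus 3 SD, cut at about 30% in these data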;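 further: 0% = plate median of compound wells and 100% = S159A mutant with DMSO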
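Material: mouse ABHD4 enzyme, wild type; Benchmarks: S159A mutant high control, sample median low control; Buffer or medium: HEPES pH 7.0, NaCl, Pluronic buffer; Signal: fluorescence polarization; Read-out: percent inhibition of probe binding, normalized to plate controls; Timing: pre-incubation 45 min, probe exposure 60 min, at 25 °C; Dosing: 8.92 µM, single dose.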
SIAE inh: blocks human sialic acid acetylesterase; Q9HAT2; SIAE FP-Rh probe binding, fluorescence polarization; inhibition, % at 9.66 µM; 370,000 compounds, 0.69% hits; AID 1053197;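 active means inhibition above a cutoff: mean of compounds within the control limits plus 3 SD of those, cut at about 17% in these data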;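 further: 0% = plate median of compound wells and 100% = probe without SIAE protein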
Target sequence (Q9HAT2 whole entry, looked up): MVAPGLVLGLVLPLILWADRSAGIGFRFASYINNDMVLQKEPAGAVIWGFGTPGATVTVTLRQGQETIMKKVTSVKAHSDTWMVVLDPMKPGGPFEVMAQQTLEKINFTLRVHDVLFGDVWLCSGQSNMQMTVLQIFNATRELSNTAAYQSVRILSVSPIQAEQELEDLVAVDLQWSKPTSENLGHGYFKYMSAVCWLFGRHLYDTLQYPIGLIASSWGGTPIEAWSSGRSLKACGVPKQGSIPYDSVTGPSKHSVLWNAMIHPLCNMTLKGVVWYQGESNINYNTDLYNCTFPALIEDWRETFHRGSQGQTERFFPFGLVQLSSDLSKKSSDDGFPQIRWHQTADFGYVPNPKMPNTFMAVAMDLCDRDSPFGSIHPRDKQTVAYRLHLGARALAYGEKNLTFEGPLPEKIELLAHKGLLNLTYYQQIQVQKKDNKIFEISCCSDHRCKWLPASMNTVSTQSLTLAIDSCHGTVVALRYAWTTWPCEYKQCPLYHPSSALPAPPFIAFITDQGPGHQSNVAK
Rev-erbA mod: modulates human Rev-erb alpha binding to DNA; P20393; Rev-erbα–FITC-DNA binding, fluorescence polarization, 90 min; activity, % at 10 µM; 370,000 compounds, 0.79% hits;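 active means activity above about 14%, limit read from the data; passing the limit was not always enough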;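 further: 0% = DMSO wells with 35 nM protein and 100% = DMSO wells with 750 nM protein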
The depositor's hits bear a star.

`COc1ccc(C(CCOC(=O)Oc2ccccc2)c2cc(OC)c(OC)c(OC)c2)cc1` (configuration not stated) gave PRMT1 FP inh -1, rCAG binder 1, LEDGF integ inh -1, TDP2 inh 3, mABHD4 FP -4, SIAE inh 4 and Rev-erbA mod -2.
`C#CCOc1c(Br)cc(/C=C2/C(=O)ON=C2C)cc1OC` gave PRMT1 FP inh -1, PG9 Ab binder -0.8, HTRA1 inhibitor -8, rCAG binder 14, LEDGF integ inh 1, TDP2 inh 18, TCR-CD3 inh 4, mABHD4 FP 10, SIAE inh 16 and Rev-erbA mod 1.
Screening COc1ccc(CNC(=O)CSc2nc3ccccc3n2C(C)=O)cc1 returned PRMT1 FP inh -6, PG9 Ab binder -0.8, HTRA1 inhibitor 5, rCAG binder 1, LEDGF integ inh 5, TDP2 inh -13, TCR-CD3 inh -2, mABHD4 FP -2, SIAE inh -3 and Rev-erbA mod -3.
`CNC(=O)c1ccccc1Sc1ccccc1C#N` gave PRMT1 FP inh 0, PG9 Ab binder -0.7, HTRA1 inhibitor -3, rCAG binder 0, LEDGF integ inh 0, TDP2 inh -4, TCR-CD3 inh 6, mABHD4 FP -1, SIAE inh -4 and Rev-erbA mod -5.
Cn1ccc(NC(=O)Nc2ccc(Cl)cc2)n1 was read as PRMT1 FP inh 0, PG9 Ab binder 4.2, HTRA1 inhibitor 2, rCAG binder -1, LEDGF integ inh -1, TDP2 inh -1, TCR-CD3 inh 1, mABHD4 FP -1, SIAE inh -3 and Rev-erbA mod -2.
Screening NNc1nc2ccc(F)cc2s1 returned PRMT1 FP inh 2, PG9 Ab binder -4.5, HTRA1 inhibitor 30, rCAG binder 22, LEDGF integ inh -2, TDP2 inh -2, TCR-CD3 inh 7, mABHD4 FP 42*, SIAE inh 11 and Rev-erbA mod 3.
CC(C)(C)c1nnc2sc(SCC(=O)NCc3ccco3)nn2c1=O was read as PRMT1 FP inh 4, PG9 Ab binder 0.0, HTRA1 inhibitor -3, rCAG binder 4, LEDGF integ inh 2, TDP2 inh -9, TCR-CD3 inh 2, mABHD4 FP 2, SIAE inh 9 and Rev-erbA mod -8.
For COC(=O)[C@]1(C)N[C@H](CN(C)S(=O)(=O)c2ccc(F)cc2)[C@@H]2C(=O)N(Cc3ccccc3)C(=O)[C@@H]21 the results were PRMT1 FP inh 0, PG9 Ab binder -0.6, HTRA1 inhibitor 4, rCAG binder 3, LEDGF integ inh 1, TDP2 inh 2, TCR-CD3 inh 11, mABHD4 FP 5, SIAE inh 1 and Rev-erbA mod 7.
`O=C(COc1ccccc1)Nc1ccc(NC(=O)c2ccco2)cc1` gave PRMT1 FP inh 1, PG9 Ab binder -0.3, HTRA1 inhibitor 1, rCAG binder -3, LEDGF integ inh 2, TDP2 inh 1, TCR-CD3 inh 1, mABHD4 FP -5, SIAE inh -5 and Rev-erbA mod 2.
Screening COc1cccc(-c2nc(-c3cccs3)no2)c1 returned PRMT1 FP inh -5, PG9 Ab binder 0.6, HTRA1 inhibitor -5, rCAG binder 2, LEDGF integ inh 3, TDP2 inh 5, TCR-CD3 inh 2, mABHD4 FP -2, SIAE inh 0 and Rev-erbA mod 3.
For COc1ccc(C(c2nnnn2C2CCCC2)N2CCC(C(N)=O)CC2)c(OC)c1 (configuration not stated) the results were PRMT1 FP inh -4, PG9 Ab binder 0.4, HTRA1 inhibitor 3, rCAG binder -4, LEDGF integ inh -2, TDP2 inh 6, TCR-CD3 inh 0, mABHD4 FP -10, SIAE inh -1 and Rev-erbA mod 2.
`O=C(NC1CCN(S(=O)(=O)c2ccc(F)cc2)CC1)c1ccccc1` gave PRMT1 FP inh -4, PG9 Ab binder -1.4, HTRA1 inhibitor -1, rCAG binder -3, LEDGF integ inh -3, TDP2 inh 11, TCR-CD3 inh 4, mABHD4 FP -1, SIAE inh -4 and Rev-erbA mod 8.
CCOC(=O)N1CCN(C(=O)c2c[nH]c3ccc(S(=O)(=O)N(C)c4ccc(OCC)cc4)cc3c2=O)CC1 was read as PRMT1 FP inh -2, PG9 Ab binder -0.6, HTRA1 inhibitor 4, rCAG binder 4, LEDGF integ inh 2, TDP2 inh -10, TCR-CD3 inh 3, mABHD4 FP 1, SIAE inh -4 and Rev-erbA mod 3.
Screening CN(C)c1ncnc2c1ncn2CCn1cnc2c(N(C)C)ncnc21 returned PRMT1 FP inh 3, PG9 Ab binder 0.1, HTRA1 inhibitor -1, rCAG binder -1, LEDGF integ inh 2, TDP2 inh 4, TCR-CD3 inh 3, mABHD4 FP 1, SIAE inh 0 and Rev-erbA mod 0.
For COC(=O)c1sc(-c2ccccc2)cc1NC(=O)c1cc(OC)cc(OC)c1 the results were PRMT1 FP inh 5, PG9 Ab binder 2.0, HTRA1 inhibitor -3, rCAG binder 0, LEDGF integ inh -2, TDP2 inh 6, TCR-CD3 inh -6, mABHD4 FP -1, SIAE inh 0 and Rev-erbA mod 15.
COc1ccc(/C=C(\NC(=O)c2ccco2)C(=O)NCCc2nc3ccccc3[nH]2)cc1 was read as PRMT1 FP inh 7, PG9 Ab binder 1.1, rCAG binder 1, LEDGF integ inh -9, TDP2 inh -16, TCR-CD3 inh -8, mABHD4 FP 4, SIAE inh -3 and Rev-erbA mod 1.
`COc1cccc(-c2cc(C(C)=O)c3n(c2=O)CCC3)c1OC` gave PRMT1 FP inh -3, rCAG binder 1, LEDGF integ inh 6, TDP2 inh 6, mABHD4 FP 3, SIAE inh -6 and Rev-erbA mod -1.
`O=c1c2ccccc2c(C=NCCO)c(O)n1-c1ccccc1` gave PRMT1 FP inh -3, PG9 Ab binder -0.2, HTRA1 inhibitor 0, rCAG binder 2, LEDGF integ inh -5, TDP2 inh -10, TCR-CD3 inh 0, mABHD4 FP 6, SIAE inh 6 and Rev-erbA mod 1.
`CN1C2CCC1CC(NC(=O)c1cc(Cl)cc3[nH]cnc13)C2` (configuration not stated) gave PRMT1 FP inh 3, PG9 Ab binder -0.6, HTRA1 inhibitor -6, rCAG binder 2, LEDGF integ inh -5, TDP2 inh -15, TCR-CD3 inh 1, mABHD4 FP 4, SIAE inh 2 and Rev-erbA mod 2.
`O=C(OCCn1c(=S)sc2ccccc21)c1ccccc1` gave PRMT1 FP inh 4, PG9 Ab binder 1.9, HTRA1 inhibitor -5, rCAG binder -2, LEDGF integ inh 0, TDP2 inh -4, TCR-CD3 inh -2, mABHD4 FP 2, SIAE inh -2 and Rev-erbA mod 12.
`CC(=O)Nc1ccc(-c2csc(NNC(=O)c3ccc(C)cc3)n2)cc1` gave PRMT1 FP inh 5, PG9 Ab binder -0.8, HTRA1 inhibitor -3, rCAG binder 19, LEDGF integ inh -1, TDP2 inh -4, TCR-CD3 inh -1, mABHD4 FP -7, SIAE inh 1 and Rev-erbA mod 0.
CSc1ncccc1C(=O)OCC(=O)NCCc1ccccc1 was read as PRMT1 FP inh 0, PG9 Ab binder -0.8, HTRA1 inhibitor -1, rCAG binder 1, LEDGF integ inh 3, TDP2 inh -2, TCR-CD3 inh -1, mABHD4 FP 4, SIAE inh 14 and Rev-erbA mod -3.
`CC1=C(C)CC(C(=O)NCCc2ccccc2)C(C(=O)O)C1` (configuration not stated) gave PRMT1 FP inh 1, PG9 Ab binder 1.5, HTRA1 inhibitor -2, rCAG binder -2, LEDGF integ inh -3, TDP2 inh 1, TCR-CD3 inh -4, mABHD4 FP 3, SIAE inh -2 and Rev-erbA mod 2.
Screening Cc1ccc(C(=O)OCC(=O)N2CCCc3ccccc32)cc1C returned PRMT1 FP inh -2, PG9 Ab binder 1.5, HTRA1 inhibitor -11, rCAG binder -10, LEDGF integ inh 2, TDP2 inh -3, TCR-CD3 inh 2, mABHD4 FP -3, SIAE inh -4 and Rev-erbA mod -2.
Screening CCCN(CC(=O)Nc1cc(Cl)ccc1Cl)C(=O)c1ccccn1 returned PRMT1 FP inh -9, PG9 Ab binder -1.9, HTRA1 inhibitor 3, rCAG binder -2, LEDGF integ inh 4, TDP2 inh -7, TCR-CD3 inh 5, mABHD4 FP 4, SIAE inh 4 and Rev-erbA mod 0.
Screening Cc1cccc(NC(=S)NNC(=O)CC(C)O)c1C (configuration not stated) returned PRMT1 FP inh 2, PG9 Ab binder -0.5, HTRA1 inhibitor 2, rCAG binder 1, LEDGF integ inh -2, TDP2 inh 6, TCR-CD3 inh 3, mABHD4 FP 0, SIAE inh 4 and Rev-erbA mod 3.
Screening O=C1N(CN2CCOCC2)c2ccccc2C12OCC(CCl)O2 (configuration not stated) returned PRMT1 FP inh -1, PG9 Ab binder 0.2, HTRA1 inhibitor -2, rCAG binder -1, LEDGF integ inh 1, TDP2 inh -1, TCR-CD3 inh 7, mABHD4 FP -6, SIAE inh 0 and Rev-erbA mod -1.
Screening CCOC(=O)C1(CCc2ccccc2)CCN(C(=O)[C@@H]2C[C@@H](C)NC(=S)N2)CC1 returned PRMT1 FP inh 6, PG9 Ab binder 2.9, HTRA1 inhibitor -6, rCAG binder -6, LEDGF integ inh -3, TDP2 inh 5, TCR-CD3 inh 1, mABHD4 FP 0, SIAE inh 6 and Rev-erbA mod -1.
`O=C1c2ccccc2C(=O)N1CCCCON1C(=O)c2ccccc2C1=O` gave PRMT1 FP inh -2, PG9 Ab binder -2.1, HTRA1 inhibitor 9, rCAG binder -2, LEDGF integ inh -1, TDP2 inh 5, TCR-CD3 inh 6, mABHD4 FP -1, SIAE inh 0 and Rev-erbA mod -2.
For COc1ccccc1/C=C1\SC(=S)N(CCC(=O)N2CCN(C)CC2)C1=O the results were PRMT1 FP inh 4, PG9 Ab binder -4.6, HTRA1 inhibitor 1, rCAG binder 2, LEDGF integ inh -1, TDP2 inh -1, TCR-CD3 inh -11, mABHD4 FP -7, SIAE inh 4 and Rev-erbA mod 6.
COc1ccc(OCCSc2nc3ccccc3n2CC(=O)O)cc1 was read as PRMT1 FP inh 0, PG9 Ab binder -1.6, HTRA1 inhibitor 4, rCAG binder 5, LEDGF integ inh -2, TDP2 inh -6, TCR-CD3 inh -4, mABHD4 FP -3, SIAE inh 5 and Rev-erbA mod -2.
For CCOc1cc(/C=N\Nc2nc(Nc3ccccc3)nc(N3CCOCC3)n2)ccc1OC(=O)c1ccco1 the results were PRMT1 FP inh 1, PG9 Ab binder -0.3, HTRA1 inhibitor -44, rCAG binder 1, LEDGF integ inh 1, TDP2 inh -2, TCR-CD3 inh 4, mABHD4 FP -5, SIAE inh -43 and Rev-erbA mod 2.
`CC1=C(c2ccccc2)[N+](=O)C2(CCCC2)N1[O-]` gave PRMT1 FP inh 2, PG9 Ab binder -0.9, HTRA1 inhibitor -1, rCAG binder -2, LEDGF integ inh 1, TDP2 inh -2, TCR-CD3 inh -2, mABHD4 FP -2, SIAE inh 7 and Rev-erbA mod 4.

Not all compounds are listed. The share of hits here may be higher or lower than overall.
